Screening data (PubChem BioAssay)
Pf apPOL inh = Pf-apPOL DNA polymerase inhibition. AID 1794808. 210,000 tested, 0.25% active. inhibition, % at 10 µM. Recombinant Pf-apPOL, molecular beacon fluorescence, 1.5 h
mHTT-CaM PPI inh = mHTT-calmodulin interaction abrogation. 190,000 tested, 3.6% active. P42858. inhibition, % at 15 µM. AlphaScreen His-mHTT/GST-CaM binding, luminescence;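 further: 0% = both proteins with DMSO and 100% = one protein alone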
Target sequence (P42858 whole entry, looked up, stated change not applied): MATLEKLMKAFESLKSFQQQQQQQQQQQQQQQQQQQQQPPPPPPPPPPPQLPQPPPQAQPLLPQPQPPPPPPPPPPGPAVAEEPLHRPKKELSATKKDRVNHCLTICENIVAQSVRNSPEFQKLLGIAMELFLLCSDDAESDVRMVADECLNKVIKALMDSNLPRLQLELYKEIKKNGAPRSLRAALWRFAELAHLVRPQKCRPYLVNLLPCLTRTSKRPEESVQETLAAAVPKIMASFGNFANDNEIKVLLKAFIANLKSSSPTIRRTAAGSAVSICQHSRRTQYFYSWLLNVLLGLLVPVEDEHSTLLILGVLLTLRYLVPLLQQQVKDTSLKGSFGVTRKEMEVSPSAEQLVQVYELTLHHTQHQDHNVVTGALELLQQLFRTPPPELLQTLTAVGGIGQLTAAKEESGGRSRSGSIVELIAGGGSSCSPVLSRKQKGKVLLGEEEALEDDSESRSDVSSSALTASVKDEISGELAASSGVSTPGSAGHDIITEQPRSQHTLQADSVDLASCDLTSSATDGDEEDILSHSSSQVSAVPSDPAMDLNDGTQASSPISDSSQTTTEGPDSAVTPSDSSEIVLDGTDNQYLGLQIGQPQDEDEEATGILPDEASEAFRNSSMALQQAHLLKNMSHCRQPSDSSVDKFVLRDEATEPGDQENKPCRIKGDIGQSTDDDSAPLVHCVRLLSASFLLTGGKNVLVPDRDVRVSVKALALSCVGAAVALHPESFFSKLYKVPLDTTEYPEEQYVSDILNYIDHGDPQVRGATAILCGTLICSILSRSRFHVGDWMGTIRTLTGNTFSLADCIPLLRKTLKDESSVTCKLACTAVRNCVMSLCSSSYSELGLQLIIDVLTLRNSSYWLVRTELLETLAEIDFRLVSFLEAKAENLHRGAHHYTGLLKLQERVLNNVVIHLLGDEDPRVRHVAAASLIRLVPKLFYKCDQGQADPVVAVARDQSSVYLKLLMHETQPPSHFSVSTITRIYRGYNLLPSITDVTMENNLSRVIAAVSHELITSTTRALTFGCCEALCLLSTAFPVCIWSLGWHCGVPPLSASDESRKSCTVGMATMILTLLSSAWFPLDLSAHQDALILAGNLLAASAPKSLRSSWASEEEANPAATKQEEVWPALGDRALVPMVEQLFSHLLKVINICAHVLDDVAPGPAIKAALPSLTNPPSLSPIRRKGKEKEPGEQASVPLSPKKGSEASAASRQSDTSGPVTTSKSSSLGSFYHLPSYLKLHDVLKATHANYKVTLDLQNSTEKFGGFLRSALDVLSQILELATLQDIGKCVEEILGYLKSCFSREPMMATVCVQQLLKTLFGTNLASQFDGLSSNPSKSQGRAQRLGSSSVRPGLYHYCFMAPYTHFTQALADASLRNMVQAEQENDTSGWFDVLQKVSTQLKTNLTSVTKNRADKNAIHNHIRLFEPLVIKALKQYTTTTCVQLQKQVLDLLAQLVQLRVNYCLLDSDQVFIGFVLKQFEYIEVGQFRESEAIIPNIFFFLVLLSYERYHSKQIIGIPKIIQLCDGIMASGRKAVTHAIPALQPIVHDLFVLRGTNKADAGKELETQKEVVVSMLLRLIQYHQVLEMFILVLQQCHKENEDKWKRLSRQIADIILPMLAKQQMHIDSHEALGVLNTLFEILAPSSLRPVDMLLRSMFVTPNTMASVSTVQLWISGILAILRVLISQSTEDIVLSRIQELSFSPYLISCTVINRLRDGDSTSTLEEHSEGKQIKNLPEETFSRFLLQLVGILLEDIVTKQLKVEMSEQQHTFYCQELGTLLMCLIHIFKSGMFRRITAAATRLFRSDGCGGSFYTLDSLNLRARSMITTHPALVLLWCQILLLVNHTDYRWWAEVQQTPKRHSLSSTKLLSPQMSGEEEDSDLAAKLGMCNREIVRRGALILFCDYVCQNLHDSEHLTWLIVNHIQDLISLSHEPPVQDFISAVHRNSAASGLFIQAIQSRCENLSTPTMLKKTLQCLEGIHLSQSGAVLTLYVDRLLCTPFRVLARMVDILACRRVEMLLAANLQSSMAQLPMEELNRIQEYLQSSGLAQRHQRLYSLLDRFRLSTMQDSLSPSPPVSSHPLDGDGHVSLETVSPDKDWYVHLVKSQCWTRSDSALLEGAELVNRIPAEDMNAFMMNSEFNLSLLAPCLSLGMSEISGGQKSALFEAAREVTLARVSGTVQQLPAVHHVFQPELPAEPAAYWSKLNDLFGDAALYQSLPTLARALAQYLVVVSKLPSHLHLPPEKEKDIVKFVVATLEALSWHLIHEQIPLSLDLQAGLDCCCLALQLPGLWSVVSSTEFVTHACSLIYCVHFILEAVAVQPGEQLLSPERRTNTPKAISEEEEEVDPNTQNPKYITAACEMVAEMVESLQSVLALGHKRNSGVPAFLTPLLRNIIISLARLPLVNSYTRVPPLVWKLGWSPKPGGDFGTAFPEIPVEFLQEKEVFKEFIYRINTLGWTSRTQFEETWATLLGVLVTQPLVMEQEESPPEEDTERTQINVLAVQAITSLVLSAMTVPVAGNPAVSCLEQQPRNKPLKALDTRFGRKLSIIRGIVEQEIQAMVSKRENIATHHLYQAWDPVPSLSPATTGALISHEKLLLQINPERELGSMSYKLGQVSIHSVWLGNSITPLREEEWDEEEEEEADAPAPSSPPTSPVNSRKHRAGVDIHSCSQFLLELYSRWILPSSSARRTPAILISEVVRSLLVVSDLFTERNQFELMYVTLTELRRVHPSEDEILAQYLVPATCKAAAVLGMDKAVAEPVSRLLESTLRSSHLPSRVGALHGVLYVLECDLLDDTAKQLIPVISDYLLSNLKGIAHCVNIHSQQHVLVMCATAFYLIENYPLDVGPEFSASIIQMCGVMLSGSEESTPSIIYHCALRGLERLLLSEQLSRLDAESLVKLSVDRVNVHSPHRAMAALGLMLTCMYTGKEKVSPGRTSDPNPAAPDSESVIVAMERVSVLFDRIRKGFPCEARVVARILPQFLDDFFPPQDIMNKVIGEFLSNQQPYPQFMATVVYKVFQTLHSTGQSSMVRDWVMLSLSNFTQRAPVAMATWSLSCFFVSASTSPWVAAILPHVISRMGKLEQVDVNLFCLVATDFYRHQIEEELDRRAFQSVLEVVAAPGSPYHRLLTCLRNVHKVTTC
The depositor's hits bear a star; · = not tested or not shown; & = joins results of further samples. No stated cut-off is given here; in the data, active means inhibition above about 50%; inactive means the rest.

SMILES	Pf apPOL inh	mHTT-CaM PPI inh
Cc1ccc(NC(=O)Nc2ccccc2C)cc1	-1.9	-5.1
COc1ccc(Cl)cc1NS(=O)(=O)c1ccc2c(c1)CCN2C(=O)C1CC1	17.6	2.0
CCOc1ccc2nc(N3CCCCC3)sc2c1	-0.8	-7.0
O=S(=O)(Oc1cccc2cccnc12)c1ccc(-c2ccno2)s1	3.2	·
O=C(C1=NN(Cc2ccccc2)c2ccccc2S1(=O)=O)N1CCCCCC1	-3.7	2.2
O=S(=O)(c1ccc2nncn2c1)N(Cc1ccccc1)c1cccc(F)c1	-1.1	35.3
O=C(NCCN1CCOCC1)C1CCCc2c1[nH]c1ccccc21 (stereo not drawn)	-0.1	24.5
CC(=O)Nc1ccc(N=Cc2ccc(OCc3ccccc3)cc2)cc1	-1.9	-15.0
CC(C)C(=O)N1c2ccccc2NC2=C(C(=O)CC(C)(C)C2)C1c1ccc(Br)s1 (stereo not drawn)	-3.4	46.0
O=C(c1ccc(F)cc1)N1CCCC2(CC(c3cccc(Cl)c3)=CO2)C1 (stereo not drawn)	-7.0	-5.1
Cc1ccc(CN2CCC(c3nc(-c4cnccn4)n[nH]3)CC2)c(C)c1	4.9	9.7
COc1ccc(C(=O)N2CCCC(c3nc(CCNC(C)=O)cs3)C2)cc1 (stereo not drawn)	-7.3	-3.8
CCC(=O)NCc1nc2c(n1C)CN(C(=O)c1cccc(C)c1)CC2	-1.1	5.6
Cc1ccc(NC(=O)NCC(C)(O)c2ccccc2)cc1C (stereo not drawn)	-8.0	-10.4
Clc1cccc(-n2cnnn2)c1N1CCCC1	·	-5.7
Cc1c(N=Cc2ccc([N+](=O)[O-])cc2)c(=O)n(-c2ccccc2)n1C	-3.2	-6.0
CCOc1ccccc1C(=O)N1CCN(Cc2nc(C(C)(C)C)cs2)CC1	-6.4	-17.7
Cc1cccc(-n2ncc3c(NCCCN4CCCC4=O)ncnc32)c1	-5.2	14.0
CC(=O)NCCc1c[nH]c2ccc([N+](=O)[O-])cc12	1.5	3.9
COc1cc(/C=C2/C=C(c3ccc(C)cc3)OC2=O)cc(OC)c1OC	-12.7	6.0
O=C(NCCN1CCN(c2ccccc2)CC1)Nc1cccs1	-5.5	-3.6
CCOc1ccc(S(=O)(=O)NCCCN(CC)c2ccccc2)c2cccnc12	-9.4	13.0
Cc1csc(-c2ccc(CNC(=O)c3cncc(Br)c3)cc2)n1	-4.0	1.6
CC1(C)CC(NCN(C2CC(C)(C)NC(C)(C)C2)C2CC(C)(C)NC(C)(C)C2)CC(C)(C)N1	0.4	6.0
CN(C)c1cccc(C(=O)NCc2[nH]nc3ccccc23)c1	-7.4	11.2
(continued)
SMILES	Pf apPOL inh	mHTT-CaM PPI inh
CCCN1CCn2c1nc(COC)cc2=O	1.2	-16.3
CCN(CC)C(=O)CC[C@@H]1CC[C@]2(CCCN(C(=O)C3CCCCC3)C2)O1	-8.7	-2.7
Cc1cc(C)cc(NC(=O)N2CCC(n3cnc4ccc(C)cc4c3=O)CC2)c1	0.2	14.3
CC(C)(C)c1csc(NC(=O)c2ccc([N+](=O)[O-])cc2)n1	0.0	6.9
COc1cc(OC)c(C2C(C(=O)Nc3cccnc3)=C(C)Nc3ncnn32)cc1OC (stereo not drawn)	-3.1	-2.0
CN(C)CCCN1C(=O)C(=O)C(=C(O)c2ccc(S(=O)(=O)N(C)C)cc2)C1c1cccnc1 (stereo not drawn)	-2.5	-4.5
CCOc1ccc(C(=O)Nc2cc(-c3nc4ncccc4o3)ccc2Cl)cc1	-6.3	-3.0
O=C(CN1N=C(c2ccc(Cl)cc2)CCC1=O)NCCN1CCOCC1	-13.1	-4.0
COc1ccc(C2=NOC(C(=O)N3CCCC3)C2)cc1 (stereo not drawn)	6.9	-9.5
CCOC(=O)N1CCN(C(=O)CN2CCC(c3nnc(-c4ccc(F)cc4)o3)CC2)CC1	-4.7	-6.6
CC(=O)c1nc2cc([N+](=O)[O-])ccc2n1Cc1ccccc1	-18.1	-1.0
CCCCN(CC)C(=O)c1nn(-c2cccc(OC)c2)c(=O)c2ccccc12	4.0	8.0
O=c1c2c(nc(SCc3cccc(F)c3)n1-c1ccc(F)cc1)CCS2	1.8	-4.0
CCCn1ncc(N2CCC(C(=O)NC3CCCC3)CC2)cc1=O	5.0	-2.9
Cc1ccc(C)c(-c2cc(C(=O)NCCC(=O)N3CCCCC3)no2)c1	-7.9	10.6
Cc1ccc2c(c1)N(c1ccc(F)cc1C)C=C(C#N)S2(=O)=O	-2.1	-5.1
S=C1NC2=C(CCC2)C2(CCCC2)N1	·	-3.9
Cc1cccc(CNC(=O)c2cc(-c3ccc4c(c3)OCO4)on2)c1	-5.7	-4.5
COc1ccc(S(=O)(=O)N2CCN(c3ccccc3)CC2)cc1OC	-3.8	-3.9
Cc1ccccc1C(=O)Nc1nnc(N=Cc2ccccc2)s1	4.6	-4.0
CCOc1ccc(OCC)c(S(=O)(=O)n2ccnc2C)c1	7.1	-1.0
O=C(Nc1ccc2c(c1)OCO2)N1CCCCCC1c1ccccc1Cl (stereo not drawn)	-1.1	4.5
CC1=NC(O)(C23CC4CC(CC(C4)C2)C3)C(C)S1 (stereo not drawn)	-2.1	5.0
O=C(CC1Sc2ccc(C(F)(F)F)cc2NC1=O)Nc1ccc(Cl)cc1 (stereo not drawn)	-4.6	-1.0
COc1ccc(N=C2C(=O)Nc3ccc(C)c(Br)c32)cc1	2.0	64.0*
Further results:
SMILES	Pf apPOL inh	mHTT-CaM PPI inh
O=C(NCc1ccccc1Cl)c1ccc(N2CCCC2)nn1	-6.8	-17.3
COc1ccc(NC(=O)/C(=C2\Nc3ccc([N+](=O)[O-])cc3N2)[N+](=O)[O-])cc1	-1.7	8.0
CC1(C)Cc2c(sc3ncn4nc(-c5cccnc5)nc4c23)C(C)(C)N1	-1.6	-5.6
CC1CCC(C(=O)NC2CCc3[nH]c4ccc(Br)cc4c3C2)CC1 (stereo not drawn)	-6.3	97.0*
Fc1ccc(NCc2nc3ccccc3n2Cc2ccccc2)cc1	0.0	50.0*
COc1cccc2c1OC1(C)CC2NC(=O)N1c1cccc(C(=O)NCc2cccnc2)c1 (stereo not drawn)	-2.9	0.0
Cc1ccc(C2C3=C(CC(C)(C)CC3=O)Nc3nc(SCC(C)C)[nH]c(=O)c32)cc1 (stereo not drawn)	-2.2	2.0
O=[N+]([O-])c1ccc(C=Nc2ccc(-c3cnco3)cc2)cc1	-5.3	·
O=C(CS(=O)(=O)c1ccccc1)Nc1ccc(S(=O)(=O)Nc2ccccn2)cc1	-0.2	2.0
CS(=O)(=O)c1ccc(N2CCN(c3ccccc3)CC2)c([N+](=O)[O-])c1	-2.2	0.2
O=[N+]([O-])c1ccc(-c2nc(C=Nc3ccc(Br)cc3)c(O)o2)cc1	-5.7	2.0
Cc1ccc2[nH]c(=O)c(CCC(=O)N3CCSCC3)cc2c1	-7.1	-1.9
Cc1cccc(C)c1NC(=O)CN1CCC(C(N)=O)CC1	0.6	-1.3
O=C(CCCC(=O)N1CCCC1)N1CCCC1	-3.6&-3.4	·
CC(=O)c1cc(C(=O)CC(=O)Nc2ccccc2)sc1Nc1ccccc1	-8.8	12.3
CCC(Sc1nncn1C)C(=O)Nc1ccc(Cl)cc1 (stereo not drawn)	1.2	-3.9
CN1CCN(c2cc(OCCNC(=O)Nc3ccc(OC(F)(F)F)cc3)ncn2)CC1	-21.1	-11.9
Cc1nn(C(=O)c2ccncc2)c(C)c1Sc1ccc(Br)cc1	8.6	3.0
Cc1cc(C(=O)Nc2nnc(-c3cc(C)oc3C)o2)no1	7.8	16.5
COc1ccc(NCC(=O)N2CCc3ccccc32)c(OC)c1	-3.2	22.2
CS(=O)(=O)c1ccc2nc(NC(=O)c3cccs3)sc2c1	2.9	-7.1
Cc1cccc(-c2noc(C3CCCN3C(=O)c3ccc4c(c3)OCO4)n2)c1 (stereo not drawn)	-4.3	6.9
COc1ccc(S(=O)(=O)N2CCN(c3ccccc3F)CC2)cc1	-45.0	-9.9
COc1ccc(C(=O)Nc2c3c(nn2C(C)(C)C)CSC3)c(OC)c1	13.5	7.0
C=CCNC(=O)c1cc(Sc2ccc(F)cc2F)nc2ccccc12	-13.1	-10.0

Single entries from the entries so far:
CC1CCC(C(=O)NC2CCc3[nH]c4ccc(Br)cc4c3C2)CC1 (stereo not drawn) | Pf apPOL inh = -6.3
CN1CCN(c2cc(OCCNC(=O)Nc3ccc(OC(F)(F)F)cc3)ncn2)CC1 | mHTT-CaM PPI inh = -11.9

Additional records:
SMILES	Pf apPOL inh	mHTT-CaM PPI inh
Cc1ccc(Cl)cc1NC(=O)C1CCCN(C(=O)c2ccccc2F)C1 (stereo not drawn)	-15.1	32.5
Cc1ccc(-c2n[nH]c(=O)c3ccccc23)cc1S(=O)(=O)Nc1ccc(Cl)cc1	-3.5	42.0
Cc1ccc(C(C#N)=C2C=CC(=NO)C(Cl)=C2)cc1	-8.3&-1.8	·
N#Cc1ccc(C(=O)N2CCCC(c3ccnc(Nc4ccc(F)cc4)n3)C2)cc1 (stereo not drawn)	-2.0	45.7
N=c1c(C(=O)NCC2CCCO2)cc2c(=O)n3ccccc3nc2n1Cc1cccnc1 (stereo not drawn)	2.9	5.0
O=C(Cn1c(NCCO)nc2ccccc21)c1ccc2c(c1)OCO2	-0.1	-5.0
O=C(NC(Nc1ccccc1F)C(Cl)(Cl)Cl)c1cccs1 (stereo not drawn)	0.0	-20.0
CC(Sc1nc2c(c(=O)n(C)c(=O)n2C)n1Cc1ccc(Cl)cc1Cl)C(=O)O (stereo not drawn)	3.0	-0.5
O=C1OC(c2ccco2)=N/C1=C/c1ccc2c(c1)OCO2	-3.5	29.0
Cc1ccc2c(=O)c(C(=O)c3ccccc3C)coc2c1	0.1	21.2
COCCNC(=O)C1(C)CCC(=O)N1c1cccc2ccccc12 (stereo not drawn)	-3.1	0.7
COc1ccc(OC)c(NC(=O)C2Cc3ccccc3CN2S(C)(=O)=O)c1 (stereo not drawn)	-3.4	7.0
CCc1ccc(N2N=C(C)/C(=C\c3ccc(N(C)C)c([N+](=O)[O-])c3)C2=O)cc1	-2.8	10.0
CC(C)c1ccc(CNC(=O)C2CCN(c3nnc(-c4ccccc4)o3)CC2)cc1	-4.2	12.4
CCOc1ccc(C(=O)Nc2ccc([N+](=O)[O-])cc2C)cc1Cl	-8.6	-0.4
Cc1ccc(S(=O)(=O)NCCC(=O)O)cc1C	-4.9	-17.7
Cc1ccc(N2CCN(C(=O)Cc3ccccc3)C(C)C2=O)cc1Cl (stereo not drawn)	-3.4	5.2
Cc1ccc(-c2nnc(N(C)C(=O)Cc3ccccc3)s2)cc1	11.1	-5.8
CC1CC(C)CN(S(=O)(=O)N2CCCC(C(=O)NCCC3=CCCCC3)C2)C1 (stereo not drawn)	-11.5	-10.0
COc1ccc(CC(=O)Nc2ccc3c(c2)CN(C2CCCCC2)C(=O)CO3)cc1	-1.2	8.2
CCNS(=O)(=O)c1ccc(NC(=O)c2cc(C(F)(F)F)nn2C)cc1	-4.9	1.0
O=C(c1ccc(Cl)cc1)N(Cc1cc(-c2cccs2)on1)C1CC1	-8.6	38.9
NCCNc1ccc([N+](=O)[O-])cc1C(=O)Nc1cccc(Cl)c1	11.6	28.5
COc1cccc(C(=O)N2CCN(C(=O)C3CC3)CC2)c1	-5.5	-0.8
O=C(Nc1ccc2cn[nH]c2c1)C1(c2cccs2)CCCC1	1.4	-11.0

Retrieved by structure from the entries so far:
SMILES	Pf apPOL inh	mHTT-CaM PPI inh
CC(C)c1ccc(CNC(=O)C2CCN(c3nnc(-c4ccccc4)o3)CC2)cc1	-4.2	12.4
O=C(Cn1c(NCCO)nc2ccccc21)c1ccc2c(c1)OCO2	-0.1	-5.0
COc1ccc(CC(=O)Nc2ccc3c(c2)CN(C2CCCCC2)C(=O)CO3)cc1	-1.2	8.2
O=C(NC(Nc1ccccc1F)C(Cl)(Cl)Cl)c1cccs1 (stereo not drawn)	0.0	-20.0

An excerpt from above in order of number of heavy atoms, lowest first:
SMILES	Pf apPOL inh	mHTT-CaM PPI inh
Cc1ccc(-c2nnc(N(C)C(=O)Cc3ccccc3)s2)cc1	11.1	-5.8
O=C(c1ccc(Cl)cc1)N(Cc1cc(-c2cccs2)on1)C1CC1	-8.6	38.9
Cc1ccc(-c2n[nH]c(=O)c3ccccc23)cc1S(=O)(=O)Nc1ccc(Cl)cc1	-3.5	42.0

Next structures
SMILES	Pf apPOL inh	mHTT-CaM PPI inh
Cc1ccc(NC(=O)CCC(=O)Nc2ccc(C)c(F)c2)cc1F	-3.8	0.4
C=CCOc1ccc(C(O)=C2C(=O)C(=O)N(CCCN(C)C)C2c2ccc(F)cc2)cc1 (stereo not drawn)	-9.0	5.1
O=[N+]([O-])c1ccccc1OCCCCOc1ncnc2ccccc12	3.3	3.4
COc1ccccc1C1NC(=S)NC2=C1C(=O)CCC2 (stereo not drawn)	3.0	-0.8
Cc1ccc(S(=O)(=O)NC(CC(=O)NCc2cccnc2)c2ccco2)cc1 (stereo not drawn)	-1.5	-4.0
Cc1ccc2cc(C3CC(c4ccco4)=NN3C(=O)CCC(=O)O)c(Cl)nc2c1 (stereo not drawn)	-4.2	-1.0
CNC(=O)CC1CCN(c2ccnc(NC)n2)CC1	93.1*	-1.7
Cc1cccc(-c2ccc(C(=O)O)o2)c1Cl	2.1	4.6
Cc1cc(C(N)=NO)n(C)n1	-4.7	·
OC1(C#CCN2CCOCC2)CCCCC1	-7.1	-3.9
CCn1c(-c2cccc(C(=O)NC3CCCCC3)c2)nc2cccnc21	-6.1	-3.4
O=C(NCc1ccco1)N1CCCCC1	-6.5	-0.7
COc1ccc(NC(=O)CN2CCC3(CC2)N=C(c2ccc(Cl)cc2)C(=O)N3)cc1	0.0	15.0
CCCCOc1ccc(-c2nc3s/c(=C\c4cccnc4)c(=O)n3n2)cc1	-0.2	-1.0
